bCat nuc transl: beta-catenin nuclear translocation modulation; HeLa beta-catenin nuclear translocation, immunofluorescence imaging; AID 1665; nuclear translocation activity, % at 5 µM; 0.3% of 190,000 active;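 active means nuclear translocation activity above 50% at 5 µM, with a well cell count of 50 or more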;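 further: per-cell ratio of nuclear to cytoplasmic median beta-catenin stain intensity; plate controls were DMSO negative control for no effect and GSK-3 inhibitor IX positive control for full effect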
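Signal – beta-catenin immunofluorescence imaging with DAPI · Test system – human HeLa cell line · Dosing – 5 µM primary single dose, 0.1% DMSO, 0.02–20 µM confirmation series · Measure – % activation, nuclear-to-cytoplasmic median beta-catenin signal ratio per cell · Incubation – 24 h compound exposure at 37°C, 5% CO2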
PMI inhibitors: MPI enzyme activity inhibition – biochemical, fluorescence intensity, coupled assay, primary screen (AID 1209); purified PMI enzyme, coupled fluorescence intensity; higher % means a stronger effect; inhibition, % at 20 µM, or IC50 in µM where a hit was titrated; 0.42% of 190,000 active; in the data active means inhibition above about 50%;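 further: plate controls were DMSO vehicle for no effect and wells lacking substrate for full effect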
MT stabilize HCS: microtubule stabilization, imaging screen; AID 2205; HeLa tubulin immunostaining HCS, 24 h; share of cells brighter than vehicle mean+2SD; % tubulin-high responders, % at 10 µM; 0.83% of 200,000 active;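 active means plate Z-score above 3 for both tubulin-high and condensed-nucleus cell shares, with cell loss under 80%, at 10 µM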;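 further: anti alpha tubulin signal scored within the nucleus-defined area of each cell; some results filed as inactive read as strong as hits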
Dynein transport: dynein cargo transport inhibition | 3617.4 mouse cells, GR-EGFP nuclear translocation imaging; test concentration mostly 20 µM; stimulated with dexamethasone, 1 µM; hits give low values | z-score, hits read low | 0.47% of 220,000 active | AID 1381;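 active means plate z-score of nuclear minus cytoplasmic receptor signal below a set negative limit, without overly bright fluorescence or cell loss, cut at about -3.5 in these data, passing the limit was not always enough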;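 further: z-score of nuclear minus cytoplasmic ring GR-EGFP intensity difference per well; some compounds called inactive have numbers as strong as hits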
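Buffer or medium: tet-free medium with charcoal-stripped serum / Also added: dexamethasone agonist, 1.0 µM final, for 30 min / Timing: induction 48 h, compound 1 h, agonist 30 min / Measured by: high-content fluorescence imaging after fixation / Read-out: nuclear-to-cytoplasmic GR-EGFP distribution per well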
Myeloid diff MLP: myeloid differentiation induction; 1% of 360,000 active; ER-HoxA9 myeloid progenitors, lysozyme-GFP differentiation, flow cytometry; calls only at 10 µM;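 active means normalized GFP-positive differentiation at or above the plate's own cutoff, the solvent-only control mean plus 3 SD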;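 further: cells exposed to compound for four days before flow analysis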
Ins promoter up: MIN6 insulin promoter up-regulation. 0.3% of 190,000 active. z-score at 5 µM. MIN6 insulin promoter-GFP reporter, high-content imaging; hits give high values. AID 1625;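 active means z-score above 3 at 5 µM with at least 500 cells counted in the well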
Hep lipid drop: modulators of hepatic lipid droplet formation | AML12 mouse hepatocytes, oleate lipid droplets, BODIPY imaging | inhibition, % at 6.5 µM | 0.4% of 240,000 active | AID 1656;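 active means lipid droplet intensity inhibited by at least 50%, with more than 500 cells counted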
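material = mouse AML12 hepatocyte cell line, fixed after treatment | also added = 100 µM oleic acid challenge | doses = compound at 6.5 µM only | schedule = overnight exposure | technique = Image-based BODIPY and DAPI two-channel analysis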
T cell modulator: T cell immune modulation candidate | 2C CD8+ T cell-vesicle binding, flow cytometry; hits give low values | calls only at 7 µM | 0.068% of 330,000 active;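 active means response, share of CD8 T cells binding vesicles, and their 90th percentile fluorescence all below set limits, cut at about 80% in these data, passing the limit was not always enough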
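Test system: purified 2C TCR transgenic mouse naive CD8+ T cells. Probe or stimulus: QL9-peptide-loaded Drosophila micro-vesicles bearing Ld, ICAM-1 and B7-1. Incubation: binding step 1.5 h, 37 °C, antibody labelling 20 min, ice. Measured by: flow cytometry of vesicle-bound cells.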
TNAP activation fold: stimulation of alkaline phosphatase TNAP activity – biochemical, luminescent, no phosphate acceptor, uHTS, primary screen (AID 1001); purified TNAP, luminescent activation assay, no phosphate acceptor; higher activation fold means a stronger effect; activation fold at 20 µM; hits with a dose series show EC50 in µM; 0.03% of 200,000 active; in the data active means activation fold from about 3, or a potency from the dose series; inactive means the rest, 99 in 100 with activation fold below about 1.6; further: many of its hits are not listed in these tables
Dynein transport cytoplasmic EGFP: further read-out of Dynein transport, marked with its call; z-score; measured here: cytoplasmic GR-EGFP intensity; hits give high values
Dynein transport nuclear GR-EGFP: also measured in Dynein transport; calls as there; z-score; measured here: nuclear GR-EGFP intensity;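 lower value marks the stronger effect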
Dynein transport cell count: also measured in Dynein transport; calls as there; z-score; measured here: cell count per field
Ins promoter up cell count: also measured in Ins promoter up; calls as there; cell count; measured here: cytotoxicity, nuclei count;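 total cells summed across four imaged fields per well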
Hep lipid drop cells 6.5 µM: second read-out of Hep lipid drop, no call of its own (marks repeat the call); cell count; measured here: cell count, cytotoxicity flag;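 cells counted across two imaged fields per well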
bCat nuc transl cell count 5 µM: further read-out of bCat nuc transl, marked with its call; cell count; measured here: cell count, cytotoxicity flag
T cell modulator vesicle-bound %: further read-out of T cell modulator, marked with its call; double positive events, %; measured here: CD8+ vesicle-bound cell fraction;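 binding gate set so that unloaded-vesicle control wells show 10% double positive cells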
MT stabilize HCS Hoechst-high %: also measured in MT stabilize HCS; calls as there; % Hoechst-high responders; measured here: nuclear condensation Hoechst responders;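 share of cells brighter than vehicle mean plus two SD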
MT stabilize HCS cytotoxicity %: recorded beside MT stabilize HCS, whose call it bears; toxicity, %; measured here: cytotoxicity by cell density;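 0% = mean cell density of plate MIN control wells and 100% = no cells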
Myeloid diff MLP GFP+ MAC1+ %: also measured in Myeloid diff MLP; calls as there; GFP+ MAC1+ double positive, %; measured here: differentiation confirmed by MAC1 staining
* hit, by the source's call; i = inactive; nt = not tested or not shown; + = active, no number.

SMILES | bCat nuc transl | bCat nuc transl cell count 5 µM | PMI inhibitors | MT stabilize HCS | MT stabilize HCS Hoechst-high % | MT stabilize HCS cytotoxicity % | Dynein transport | Dynein transport cytoplasmic EGFP | Dynein transport nuclear GR-EGFP | Dynein transport cell count | Myeloid diff MLP | Myeloid diff MLP GFP+ MAC1+ % | Ins promoter up | Ins promoter up cell count | Hep lipid drop | Hep lipid drop cells 6.5 µM | T cell modulator | T cell modulator vesicle-bound % | TNAP activation fold
CC(=O)Nc1ccc(-c2cc(N)n(-c3ccccc3)n2)cc1 | -0.1 | 1394 | nt | nt | nt | nt | 0.12 | -0.2 | 0.72 | -0.89 | i | 0.3 | -0.26 | 648 | 0 | 667 | i | 62 | nt
CCOc1ccc(N2C(=O)C(CC(=O)Nc3ccccc3)N(Cc3ccccn3)C2=S)cc1 (stereo not drawn) | nt | nt | 3% | 2.9 | 2.2 | 6.6 | 0.44 | 0.84 | -0.16 | -0.26 | nt | nt | -0.8 | 1158 | 22 | 760 | i | 50 | 1.1
CCOC(=O)c1c(NC(=O)CSc2nnc(-c3ccccc3)n2CC)sc(C(C)=O)c1C | -4.2 | 832 | 0% | 1.5 | 2.0 | 13 | -0.067 | -0.17 | -0.041 | -0.079 | i | 1.0 | -1.1 | 985 | nt | nt | i | 4 | 1.1
Cc1ccc(/C=N/n2c(C)cc(C)c(C#N)c2=O)o1 | 2.3 | 476 | -7% | 2.5 | 2.5 | 4.2 | -0.55 | -0.29 | -0.59 | 0.31 | i | 0.4 | -0.1 | 1071 | -2 | 514 | i | 48 | 1.1
Cc1cc(O)c(/C=N/Nc2ccc(F)cc2)c(=O)o1 | -2.0 | 1032 | -66% | 5.4 | 1.5 | 23 | -0.99 | 0.29 | -0.12 | 0.5 | i | 0.1 | -1 | 1617 | 4 | 673 | i | 66 | 1.1
COc1ccc(Cl)cc1N=Cc1c(O)cc(C)oc1=O | nt | nt | nt | 1.7 | 1.3 | 6.4 | -2 | 1.1 | -0.53 | -0.71 | i | 5.1 | nt | nt | nt | nt | i | 16 | nt
CCCC(=O)Nc1ccccc1NC(=O)CN(C)S(=O)(=O)c1ccccc1 | nt | nt | 2% | 3.6 | 2.3 | 7.3 | -0.35 | -0.27 | -0.28 | 1 | i | 0.6 | -0.27 | 1279 | -4 | 658 | i | 44 | 1.1
Fc1ccc(C2=CC(c3cccs3)n3nnnc3N2)cc1 (stereo not drawn) | -0.7 | 1296 | nt | nt | nt | nt | -0.21 | -0.19 | 0.33 | 0.63 | i | 0.2 | -0.08 | 1068 | -5 | 692 | i | 20 | nt
CN1CCN(C(=O)CSc2nc(-c3cccs3)cc(-c3cccs3)c2C#N)CC1 | -0.3 | 1008 | 0% | 5.2 | 2.6 | 7.2 | 0.069 | 5.5 | 1.4 | -0.91 | + | 1.2* | 2.5 | 1138 | nt | nt | i | 61 | 1.2
Oc1ccc(Br)cc1C=Nc1cccn2cc(-c3ccccc3)nc12 | -1.3 | 1063 | 10% | 2.6 | 2.5 | 2.8 | -0.29 | -0.2 | -0.13 | 0.7 | i | 0.3 | -0.13 | 1021 | -14 | 807 | i | 34 | 1
Clc1ccc(Cn2cc(Br)cn2)cc1Cl | 0.0 | 1015 | 19% | 2.0 | 2.5 | 7.8 | -0.5 | -0.17 | -0.26 | 0.9 | i | 6.9 | -0.42 | 1177 | -4 | 755 | i | 43 | 1.1
CCCSc1nc(-n2ncc(C#N)c2N)c2c3c(sc2n1)CCC(C)C3 (stereo not drawn) | -0.9 | 1252 | 16% | 1.7 | 1.7 | 3.6 | -0.77 | -0.14 | -0.45 | 0.57 | i | 6.9 | -0.67 | 815 | -23 | 736 | i | 53 | 1.1
CCCCNCc1cc2ccccc2o1 | -1.1 | 1345 | nt | nt | nt | nt | 2.1 | -0.18 | 1 | -1.4 | i | 0.5 | 0 | 949 | -10 | 666 | i | 51 | nt
S=C(NCc1ccccc1)N1CCN(Cc2ccc3c(c2)OCO3)CC1 | 0.6 | 1466 | -1% | 2.4 | 0.5 | 0.2 | 2.3 | -0.093 | 1.3 | -2 | i | 0.5 | nt | nt | 5 | 741 | i | 56 | 1.1
O=C(CN1C(=O)/C(=C2\SC(=S)N(C3CCS(=O)(=O)C3)C2=O)c2ccccc21)Nc1ccc(F)cc1 (stereo not drawn) | 0.1 | 1303 | nt | nt | nt | nt | -1.2 | -0.24 | -0.16 | 0.9 | i | 0.1 | nt | nt | 48 | 626 | i | 6 | nt
COc1cc(C2/C(=C(\O)c3cc(C)ccc3C)C(=O)C(=O)N2CCN(C)C)ccc1O (stereo not drawn) | -0.2 | 1128 | -8% | 3.1 | 4.7 | 3.1 | 0.34 | -0.22 | 0.19 | 0.88 | i | 0.3 | 1.5 | 1293 | nt | nt | i | 52 | 1.1
Cc1ccc(SCCNC(=O)C(C)C)cc1 | 0.7 | 1010 | 2% | 4.4 | 0.8 | 74 | -0.38 | -0.098 | 0.079 | 0.25 | i | 0.6 | -0.17 | 1234 | 1 | 754 | i | 46 | 1.1
NNc1cc([N+](=O)[O-])cc2c1C(=O)N(Cc1ccccc1)S2=O (stereo not drawn) | -5.2 | 1169 | -22% | 4.4 | 2.4 | 3.9 | 0.16 | -0.013 | 0.34 | -2.1 | i | 0.5 | -0.06 | 1243 | -5 | 671 | i | 6 | 1
COc1ccc(CCNC2CC(=O)N(N(C)C)C2=O)cc1OC (stereo not drawn) | 0.4 | 1546 | 6% | 2.0 | 2.1 | 9.5 | 0.067 | -0.2 | -0.018 | -0.22 | i | 0.4 | nt | nt | -9 | 713 | i | 67 | 1.1
CCc1nc2ccccc2c(C(=O)OCC(=O)C(C)(C)C)c1C | 2.4 | 1049 | 7% | 5.1 | 1.5 | 1.8 | -0.41 | -0.28 | -0.27 | 1.2 | i | 0.5 | -0.71 | 1240 | -1 | 676 | i | 40 | 1
Cc1nn(-c2ccccc2)c(C)c1/C=N/NC(=O)c1cc(C23CC4CC(CC(C4)C2)C3)[nH]n1 | -0.5 | 978 | 11% | 5.9 | 3.2 | 3.2 | 0.45 | -0.23 | 0.0081 | 0.64 | i | 1.3 | -0.29 | 1430 | 1 | 729 | i | 42 | 0.3
Cc1cc(C)c(NC2=NS(=O)(=O)c3ccccc32)c(C)c1 | -3.9 | 1176 | -5% | 0.8 | 0.8 | 13 | -0.34 | -0.19 | 0.13 | 0.42 | i | 0.8 | nt | nt | -8 | 808 | i | 28 | 1.2
CN(C(=O)c1cnc(N2CCN(c3ncccn3)CC2)c2ccccc12)c1ccc(Cl)cc1 | 1.3 | 1324 | 7% | 7.5 | 4.2 | 7.7 | -0.76 | -0.17 | -0.12 | 0.011 | i | 1.0 | 0.29 | 1630 | nt | nt | i | 38 | 0.9
NC(=O)CSc1nccn1Cc1ccc(Cl)cc1 | -2.5 | 1052 | -10% | 5.6 | 2.0 | 20 | 0.052 | -0.27 | 0.64 | -0.069 | i | 0.1 | 0.29 | 1569 | 2 | 700 | i | 60 | 1.1
Cn1c(N)c(C(=O)CSc2nc(N)cc(=O)[nH]2)c(=O)n(C)c1=O | 2.5 | 932 | 1% | 1.2 | 1.4 | 5.1 | 0.54 | -0.24 | 0.41 | -0.48 | i | 4.4 | nt | nt | 7 | 841 | i | 38 | 1
COc1ccc(S(=O)(=O)NC(C(=O)NCCc2ccccn2)C(C)C)cc1 (stereo not drawn) | -2.0 | 1068 | -11% | 2.8 | 2.0 | 6.0 | -0.099 | 0.028 | 0.11 | -0.41 | i | 1.2 | 0.26 | 1344 | -10 | 675 | i | 56 | 1.1
O=C(NCc1ccccc1)c1ccc(OCC2CCCO2)cc1 (stereo not drawn) | -0.1 | 1014 | -2% | 4.5 | 2.2 | 9.1 | 1.8 | -0.2 | 0.91 | -1.4 | i | 0.5 | -0.18 | 1345 | 4 | 632 | i | 27 | 1.1
COc1cc(CNCCc2ccccc2)ccc1OCc1ccc(Cl)nc1 | -1.4 | 1115 | 7% | 1.3 | 0.9 | 6.2 | 0.4 | -0.22 | 0.32 | 0.94 | i | 5.3 | nt | nt | 8 | 769 | i | 26 | 1.1
CCN(CC(=O)NCCC1=CCCCC1)S(=O)(=O)c1ccccc1 | 0.4 | 1394 | nt | nt | nt | nt | 1.1 | -0.094 | 0.42 | -1.9 | i | 0.4 | -0.53 | 1046 | -36 | 746 | i | 22 | nt
C=CCNC(=O)COC(=O)c1ccc(C)c(NC(=O)c2ccco2)c1 | -1.0 | 1074 | -8% | 2.0 | 1.6 | 5.6 | 1.4 | -0.24 | 0.63 | 0.72 | i | 0.6 | -0.03 | 1415 | 4 | 656 | i | 6 | 1.2

Bioassay records: PubChem, several laboratories
